ABHD4 inh: ABHD4 (mouse) inhibition, primary FP screen; Q8VD66; purified mABHD4, FP-Rh probe fluorescence polarization; inhibition, % at 8.92 µM; 370,000 tested, 0.54% active; AID 720543;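 active means inhibition exceeding the mean over every tested compound plus 3 SD, cut at about 30% in these data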;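 further: 0% = plate median of compound wells and 100% = S159A mutant with DMSO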
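Assay system: mABHD4 protein; medium: HEPES pH 7.0, NaCl, Pluronic buffer; dosing: 8.92 µM, single dose; schedule: 45 min + 60 min at 25 °C; signal: FP readout, ex 525 nm / em 598 nm; read-out: normalized percent inhibition of probe labeling; repeats: single replicate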
UHRF1 MBD2 ctr: human UHRF1 methylated DNA binding inhibitors | UHRF1 binding to methylated oligo, TR-FRET | inhibition, % at 4.4 µM | 370,000 tested, 0.75% active | AID 687016; in the data active means inhibition above about 21%;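 further: UHRF1 SRA domain binding a hemimethylated CpG hairpin DNA probe; 0% = median of test compound wells and 100% = reference inhibitor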
HTRA1 inhibitor: HTRA1 (human) protease inhibition; inhibition, % at 5.96 µM; 340,000 tested, 0.5% active; AID 504803; Q92743; recombinant HTRA1, FP-rhodamine activity-based probe, fluorescence polarization; in the data active means inhibition above about 36%;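 further: 0% = enzyme with DMSO and 100% = wells lacking enzyme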
TCR CD3 inh: blocks the human TCR-CD3 interaction | TAMRA-labeled TCR probe fluorescence, biochemical | inhibition, % at 9.4 µM | 360,000 tested, 0.37% active; in the data active means inhibition above about 19%;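 further: recombinant mutant TCR 2C K166C tagged with TAMRA read by polarization; 0% = receptor in buffer alone and 100% = receptor with positive control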
LEDGF integ inh: blocks HIV-1 LEDGF/p75-dependent DNA integration | TR-FRET IN-LEDGF/p75 DNA integration, Eu/Cy5 | inhibition, % at 3.7 µM | 370,000 tested, 0.64% active | AID 743269;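 active means inhibition above the screen-wide mean plus 3 SD, cut at about 13% in these data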;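 further: signal is the Cy5 over europium emission ratio at 671 and 618 nm; 0% = plate median of compound wells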
Tn7 DDE FP: DD(E)-Tn7 binding inhibition, primary FP screen. P02675. FP displacement of FITC-Tn7 peptide from fibrin DD(E); 0% = median of compound wells per plate. inhibition, % at 8.3 µM. 370,000 tested, 0.13% active. AID 720508;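 active means inhibition above the mean of compounds falling within the control limits plus 3 SD of them, cut at about 14% in these data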;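 further: 0% = plate median of compound wells and 100% = 10 µM Aha-Tn7 peptide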
Target sequence (P02675 whole entry, looked up): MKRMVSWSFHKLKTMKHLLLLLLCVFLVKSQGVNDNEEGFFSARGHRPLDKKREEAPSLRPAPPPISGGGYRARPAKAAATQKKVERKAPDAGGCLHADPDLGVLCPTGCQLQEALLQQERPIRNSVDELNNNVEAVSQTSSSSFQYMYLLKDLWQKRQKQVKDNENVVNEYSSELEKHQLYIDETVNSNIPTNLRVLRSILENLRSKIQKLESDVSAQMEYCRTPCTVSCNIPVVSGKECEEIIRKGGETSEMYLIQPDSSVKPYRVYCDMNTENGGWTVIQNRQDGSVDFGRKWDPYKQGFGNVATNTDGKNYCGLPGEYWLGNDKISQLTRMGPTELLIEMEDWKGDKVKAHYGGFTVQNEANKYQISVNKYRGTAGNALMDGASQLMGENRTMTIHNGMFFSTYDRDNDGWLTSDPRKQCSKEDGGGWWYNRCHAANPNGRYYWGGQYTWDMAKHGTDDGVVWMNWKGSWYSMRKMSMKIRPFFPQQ
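System: human fibrin DD(E); quantity: Fibrin-DD(E) at 2 µM final; also added: fluorescent Tn7 probe at 0.1 µM; compound dosing: single nominal test concentration of 8.3 µM per compound; schedule: 10 min preincubation, 3 h with tracer, room temperature; detection: fluorescence polarization of the labelled Tn7 tracer; repeats: one replicate per compound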
PG9 Ab binder: PG9 antibody binding by small molecule; TR-FRET gp120-PG9 antibody binding; inhibition, % at 6.7 µM; 360,000 tested, 0.43% active; AID 624416; in the data active means inhibition above about 8.5%
TDP2 inh: TDP2 (human) inhibition, absorbance primary screen; recombinant TDP2, T5PNP hydrolysis, p-nitrophenol absorbance 415 nm; inhibition, % at 12.8 µM; 370,000 tested, 0.34% active;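 active means inhibition above the mean of all tested compounds plus 3 SD, set per campaign, cut at about 25% in these data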;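 further: 0% = DMSO with enzyme and 100% = buffer with substrate but no TDP2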
Target sequence (O95551 whole entry, looked up): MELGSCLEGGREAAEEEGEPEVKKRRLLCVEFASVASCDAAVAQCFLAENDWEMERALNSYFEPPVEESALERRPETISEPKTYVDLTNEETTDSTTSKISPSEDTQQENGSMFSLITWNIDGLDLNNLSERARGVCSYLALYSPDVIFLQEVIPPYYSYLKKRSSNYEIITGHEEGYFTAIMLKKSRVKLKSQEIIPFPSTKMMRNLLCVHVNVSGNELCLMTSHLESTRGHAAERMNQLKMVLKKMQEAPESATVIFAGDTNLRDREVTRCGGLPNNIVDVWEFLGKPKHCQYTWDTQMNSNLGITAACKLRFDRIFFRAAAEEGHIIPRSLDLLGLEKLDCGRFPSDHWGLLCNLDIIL
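Incubation: 2 h at 37 °C; Test system: recombinant human TDP2; Quantity: enzyme 120 nM; Read-out basis: percent inhibition; Medium: 50 mM Tris-HCl pH 7.5 with Mg2+, KCl, DTT, BSA; Repeats: single replicate; Compound: 12.8 µM single point, 1% DMSO; Signal: epi absorbance; Reagent: 5 mM T5PNP chromogenic substrate; Benchmarks: no-enzyme high, DMSO-plus-enzyme low.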
PRMT1 FP inh: PRMT1 (human) inhibition, primary screen. recombinant PRMT1, activity-based probe fluorescence polarization. Q99873. 370,000 tested, 1.3% active. inhibition, % at 2.79 µM. AID 652257;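 active means inhibition above about 21% made by adding two undisclosed values, limit read from the data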
SIAE primary: blocks human sialic acid acetylesterase; SIAE FP-Rh probe binding, fluorescence polarization; 370,000 tested, 0.69% active; inhibition, % at 9.66 µM; Q9HAT2; AID 1053197;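 active means inhibition above a cutoff: mean of compounds within the control limits plus 3 SD of those, cut at about 17% in these data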;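 further: 0% = plate median of compound wells and 100% = probe without SIAE protein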
An asterisk follows results filed as active; x = no result given.

1	O=C(NC(=O)c1ccccc1)Nc1cccc(S(=O)(=O)N2CCCCC2)c1
2	O=C(Nc1nc2c(F)cccc2s1)c1ccc([N+](=O)[O-])o1
3	Cc1cccc(N(CC(=O)NCc2ccc3c(c2)OCO3)C(=O)CCC(=O)Nc2ccccn2)c1C
4	COc1ccc(COC(=O)N/N=C(\C)CC(=O)Nc2ccc(Cl)cc2)cc1
5	O=C(COc1ccccc1)NNC(=O)COc1ccc([N+](=O)[O-])cc1
6	COc1ccc(NC(=S)N2CCC(C(=O)c3ccc(F)cc3)CC2)cc1
7	CCOC(=O)[C@]12CCCC=C1N(Cc1ccco1)C(=O)[C@H](CC(=O)N1CCCC1)C2
8	Cc1cc(=O)oc2cc(OCC(=O)N3CCOCC3)ccc12
9	O=C(O)COc1c(-c2ccc(Cl)cc2)oc2ccccc2c1=O
10	CC12C=CC(=O)C=C1CCC1C3CCC(O)(C(=O)CO)C3(C)CC3OC312 (centres undefined)
assay / compound,1,2,3,4,5,6,7,8,9,10
ABHD4 inh,9,2,5,-28,-1,2,-7,3,8,4
UHRF1 MBD2 ctr,0,-1,1,-3,-3,-1,5,-5,-15,-1
HTRA1 inhibitor,-5,-2,-10,-9,0,-4,x,-2,-4,2
TCR CD3 inh,2,3,6,11,7,0,11,-4,-3,-2
LEDGF integ inh,-2,-1,1,2,1,-1,-5,-2,-1,-7
Tn7 DDE FP,-7,8,1,-4,2,3,4,4,1,3
PG9 Ab binder,0.4,-0.2,-1.6,-2.8,-3.2,-1.5,0.8,-0.8,0.4,3.0
TDP2 inh,4,13,-15,1,6,-7,-7,9,10,7
PRMT1 FP inh,6,-1,1,2,-3,1,7,14,-2,2
SIAE primary,0,-14,-9,-3,2,0,-1,-7,-3,3

Single records, as listed above. Screens in order: ABHD4 inh | UHRF1 MBD2 ctr | HTRA1 inhibitor | TCR CD3 inh | LEDGF integ inh | Tn7 DDE FP | PG9 Ab binder | TDP2 inh | PRMT1 FP inh | SIAE primary
`COc1ccc(NC(=S)N2CCC(C(=O)c3ccc(F)cc3)CC2)cc1` reads 2 | -1 | -4 | 0 | -1 | 3 | -1.5 | -7 | 1 | 0
`CC12C=CC(=O)C=C1CCC1C3CCC(O)(C(=O)CO)C3(C)CC3OC312` (centres undefined) reads 4 | -1 | 2 | -2 | -7 | 3 | 3.0 | 7 | 2 | 3

Rewritten tab-delimited: three of the compounds above
No.	Molecule	ABHD4 inh	UHRF1 MBD2 ctr	HTRA1 inhibitor	TCR CD3 inh	LEDGF integ inh	Tn7 DDE FP	PG9 Ab binder	TDP2 inh	PRMT1 FP inh	SIAE primary
3	Cc1cccc(N(CC(=O)NCc2ccc3c(c2)OCO3)C(=O)CCC(=O)Nc2ccccn2)c1C	5	1	-10	6	1	1	-1.6	-15	1	-9
4	COc1ccc(COC(=O)N/N=C(\C)CC(=O)Nc2ccc(Cl)cc2)cc1	-28	-3	-9	11	2	-4	-2.8	1	2	-3
5	O=C(COc1ccccc1)NNC(=O)COc1ccc([N+](=O)[O-])cc1	-1	-3	0	7	1	2	-3.2	6	-3	2

Next entries follow:
11	CCn1c(C(Cc2ccccc2)NC(=O)COC)nc2ccccc21 (centres undefined)
12	CC(=O)N(C)C[C@H]1Oc2ncc(Br)cc2C(=O)N([C@H](C)CO)C[C@@H]1C
13	CCOC(=O)c1nc2sc3c(c2c(=O)[nH]1)CCC(C)C3 (centres undefined)
14	Cc1ccc(-c2nc3ccccc3[nH]2)cc1NC(=O)/C=C/c1ccco1
15	Cc1ccc(-n2c(SCC(=O)Nc3ccc(OCc4ccccc4)cc3)nnc2-c2ccccc2)cc1
16	N#CCC(=O)NNc1c([N+](=O)[O-])cc(C(F)(F)F)cc1[N+](=O)[O-]
17	O=C(COC(=O)c1ccc([N+](=O)[O-])cc1Cl)Nc1cccnc1Cl
18	COC(=O)c1ccc(NS(=O)(=O)c2ccc(-c3cc(C)no3)s2)cc1
19	C[C@H]1CCC(=O)N([C@H](COc2ccccc2)Cc2ccccc2)CC1
20	Cc1ccc2nc(-c3cccc(NS(C)(=O)=O)c3)cc(-c3ccccc3)c2c1
assay / compound,11,12,13,14,15,16,17,18,19,20
ABHD4 inh,3,0,0,-32,1,43*,0,4,-5,-54
UHRF1 MBD2 ctr,4,0,0,0,-1,-7,-2,-2,13,-2
HTRA1 inhibitor,-1,2,8,-60,x,x,5,-2,-15,-75
TCR CD3 inh,7,0,-6,1,x,-8,3,0,5,2
LEDGF integ inh,-2,4,1,4,0,-1,2,0,1,0
Tn7 DDE FP,4,-12,-7,0,1,-1,8,0,-15,5
PG9 Ab binder,0.1,1.8,-2.5,1.5,x,-9.2,0.7,-1.8,-2.0,0.5
TDP2 inh,4,-8,12,0,10,-11,0,14,-15,0
PRMT1 FP inh,-2,1,-4,20,2,3,-4,1,-1,-2
SIAE primary,1,-1,-3,-51,1,7,2,3,-15,-39

21	CCOC(=O)Cc1c(C)nc2cc(C)nn2c1C
22	CC1CCN(C(=O)CSc2nnc(CN3CCOCC3)n2-c2ccccc2)CC1
23	COc1cc2c(cc1NC(=O)CSc1ccccc1)oc1ccccc12
24	COc1ccc2oc(C(=O)OCC(=O)N3CCCCC3)c(C)c2c1
25	O=C(NCc1ccncc1)C1CCN(S(=O)(=O)c2ccc(Cl)c(C(F)(F)F)c2)CC1
26	CCSc1nnc(NC(=O)[C@@H](NC(=O)c2ccc(C(C)(C)C)cc2)C(C)C)s1
27	c1cncc(CN=C2Nc3ccccc3CS2)c1
28	Cc1ccc2ccc(C)[n+](CCCS(=O)(=O)[O-])c2c1
29	O=C(OCC(=O)N1CCOCC1)c1cc(S(=O)(=O)N2CCOCC2)c(Cl)cc1Cl
30	Cn1c(=O)c2[nH]cnc2n(C)c1=O
assay / compound,21,22,23,24,25,26,27,28,29,30
ABHD4 inh,1,-1,-12,-3,4,3,-1,0,1,-7
UHRF1 MBD2 ctr,-4,0,6,13,0,0,1,1,0,0
HTRA1 inhibitor,5,-3,-71,-7,7,-6,x,3,0,7
TCR CD3 inh,7,2,-3,-5,3,7,4,2,3,0
LEDGF integ inh,1,1,-1,-5,0,1,4,-4,1,-1
Tn7 DDE FP,-2,-6,-1,6,6,-2,3,-8,1,8
PG9 Ab binder,-2.9,-0.1,-2.0,-1.1,-0.1,0.2,0.7,0.1,-1.3,-1.7
TDP2 inh,1,3,-7,-1,-5,-8,10,4,7,-11
PRMT1 FP inh,-1,-1,-1,3,2,-3,0,-2,-6,0
SIAE primary,-5,-6,-13,-1,1,-7,6,6,12,-6

31	COc1ccccc1CCn1cc(C#N)c(=O)[nH]c1=O
32	CCn1c(=O)c(C(=O)Nn2c(C)nc3ccccc3c2=O)c(O)c2ccccc21
33	C[C@H](CO)N1C[C@H](C)[C@@H](CN(C)Cc2ccncc2)Oc2c(NS(=O)(=O)c3ccc(F)cc3)cccc2C1=O
34	CCCCOC(=O)c1ccc(NC(=O)C(CCS(C)(=O)=O)NC(C)=O)cc1 (centres undefined)
35	Cc1ccc(C(=O)Nc2ccccc2C(=O)NCc2ccco2)cc1S(=O)(=O)N1CCCCC1
36	Cc1cc(C)nc(CCNC(=O)c2cc(COc3c(C)cccc3C)on2)n1
37	CCC(C)NC(=O)Cn1c(=O)n(CCCC(=O)NCc2ccccc2Cl)c(=O)c2ccccc21 (centres undefined)
38	COc1ccc(CNC(=O)c2ccc(NC(=O)C3CCCO3)cc2)cc1 (centres undefined)
39	COc1ccc(OC)c(S(=O)(=O)N2CCC(C(=O)NC3CCCCCC3)CC2)c1
40	Nc1nc2c(nnn2C2CC(O)C(CO)O2)c(=O)[nH]1 (centres undefined)
assay / compound,31,32,33,34,35,36,37,38,39,40
ABHD4 inh,2,-7,-3,-5,-51,-7,6,0,-2,3
UHRF1 MBD2 ctr,-2,2,-2,6,0,-2,-1,4,3,4
HTRA1 inhibitor,x,-2,6,1,-112,-1,0,4,1,x
TCR CD3 inh,-3,-6,9,-3,2,-1,8,5,-4,3
LEDGF integ inh,5,3,-3,-4,-1,1,-1,0,4,-1
Tn7 DDE FP,-4,-4,-2,1,2,3,-5,-1,-3,5
PG9 Ab binder,-1.3,0.2,-1.8,1.6,-1.0,-3.2,-2.8,-1.8,-1.9,0.3
TDP2 inh,8,3,4,-5,0,-6,-12,0,7,1
PRMT1 FP inh,-2,-2,1,4,8,-2,-4,2,-3,-2
SIAE primary,7,2,-1,-3,-33,1,-3,2,5,0

41	Cc1ccnc2nc(C(=O)Nc3nnc(CC(C)C)s3)nn12
42	O=C(CNC(=O)c1ccc(Cl)cc1)NCCCn1ccnc1
43	Cc1n[nH]c(C)c1S(=O)(=O)NCCc1ccc(Cl)cc1
44	O=C(Nc1ccnn1C1CCN(Cc2ccccc2OC(F)F)CC1)c1cccnc1
45	CC(C)(C)[C@@H]1COC(=O)[C@@H](Cc2ccc(F)cc2)CC/C=C\C[C@@H](CC(=O)N(CCO)Cc2ccccc2)C(=O)N1
46	O=C(CSc1cccc[n+]1[O-])c1cccs1
47	N#Cc1ccccc1NC(=O)C1SC(=Nc2ccccc2)C(C(=O)Nc2ccc(Cl)cc2)=C1N (centres undefined)
48	CN1CCN(C2=Cc3ccc(Cl)cc3Sc3ccc(F)cc32)CC1
49	C=CCn1c(-c2cccn(Cc3ccc(Cl)cc3Cl)c2=O)n[nH]c1=S
50	CC(C)n1c(SCC(=O)Nc2ccccc2N2CCCCC2)nc2c1c(=O)n(C)c(=O)n2C
51	COc1cccc(CN(C)C(=O)c2cccc(S(=O)(=O)N3CCN(c4ccccc4)CC3)c2)c1OC
52	O=C(Nc1ccc(Cl)c(Cl)c1)c1ccc(Cn2cc(Cl)cn2)cc1
53	Cc1ccc(-c2noc(CN(C(=O)C34CC5CC(CC(C5)C3)C4)C(C)C)n2)cc1
assay / compound,41,42,43,44,45,46,47,48,49,50,51,52,53
ABHD4 inh,-1,-1,3,2,2,2,-90,17,-1,4,-5,-83,10
UHRF1 MBD2 ctr,2,-2,-1,2,-1,1,1,5,-4,2,4,4,1
HTRA1 inhibitor,-2,13,10,-7,-16,4,-52,-4,-3,-2,-12,-93,2
TCR CD3 inh,0,3,3,6,0,-3,-9,3,5,2,4,-4,7
LEDGF integ inh,-3,-2,-3,-3,1,0,7,-1,-1,-2,-4,2,0
Tn7 DDE FP,-3,3,0,2,-1,-4,1,-5,7,6,-1,2,-9
PG9 Ab binder,-3.1,-0.1,-0.2,-0.7,-0.7,-0.8,0.5,-3.7,-0.1,-1.2,1.0,2.1,-1.1
TDP2 inh,2,-4,-2,-4,4,9,-34,-4,6,-11,-2,-11,-4
PRMT1 FP inh,-2,2,-2,1,-4,4,1,-1,-3,1,3,3,-2
SIAE primary,-1,5,1,2,6,-4,-5,3,8,0,4,-99,-3
